MgcRacGAP inhibition – MgcRacGAP GTPase-activating activity inhibitors, confirmation, biochemical, ADP Hunter fluorescence; actives 0.6% (n = 340,000); inhibition, % at 30 µM; hits with a dose series show IC50 in µM; MgcRacGAP-stimulated Rac1 GTP hydrolysis, ADP Hunter fluorescence; higher % means a stronger effect; GST-tagged Rac1 F28L mutant substrate;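 active = first-screen hits whose inhibition reached a set limit at any dose in the follow-up dose series; inconclusive = inhibition above the set first-screen limit but never retested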;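 also: fluorescence reports GDP produced by GAP-driven GTP hydrolysis; strong numbers were not always called active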
GPR55 antagonists – inhibition of LPI-stimulated GPR55 beta-arrestin translocation – imaging, U2OS, beta-arrestin-GFP, LPI agonist, primary screen (AID 2013) | actives 0.13% (n = 290,000) | inhibition, % at 10 µM, or IC50 in µM where a hit was titrated | U2OS GPR55 beta-arrestin-GFP translocation imaging, LPI antagonism; higher % means a stronger effect;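 active = spots per cell inhibited over 60%, with over 100 cells counted and total cytoplasm intensity under 500,000; inconclusive = wells with under 100 cells, flagged as likely toxic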;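 also: U2OS cells stably carrying GPR55 and arrestin-GFP stimulated by 5 µM LPI near EC80; imaged beta-arrestin-GFP aggregate spots per cell after agonist stimulation; plate controls were LPI-stimulated DMSO wells for no effect and DMSO wells without LPI for full effect; some results filed as inactive read as strong as hits; confirmed hits need IC50 under 10 µM and bright autofluorescent wells are also inconclusive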
GPR35 antagonists – GPR35 antagonists blocking zaprinast-driven arrestin recruitment, primary screen, imaging, U2OS, beta-arrestin-GFP, zaprinast agonist (AID 2058). U2OS GPR35 beta-arrestin-GFP translocation imaging, zaprinast antagonism; higher % means a stronger effect. one-dose inhibition, % at 10 µM; IC50 in µM for titrated hits. actives 0.052% (n = 290,000);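 active = inhibition of at least 50% with at least 30 cells and total cytoplasm GFP at most 10,000,000; inconclusive = under 30 cells or total GFP of 10,000,000 plus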
K1F lysis inhibition – inhibition of K1F phage lysis, E. coli UTI89, bacterial capsule biogenesis inhibitors, alamar blue (AID 488966); E. coli UTI89 K1F phage lysis, alamar blue, 2 h; higher % means a stronger effect; inhibition, % at 100 µM, or IC50 in µM where a hit was titrated; actives 0.02% (n = 340,000);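 active = phage lysis inhibition, versus mean bacterial control, above a set limit; inconclusive = no clear call, values can overlap the other calls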;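 also: capsule biogenesis inhibitors block K1F phage lysis so surviving cells raise fluorescence; higher fluorescence means more inhibition of phage lysis; actives were called in the ten point dose series up to 300 µM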
Dengue-2 NS5 capping – flavivirus cap methylation enzyme inhibition – biochemical, confirmation dose response, primary screen (AID 588689); Dengue-2 NS5 methyltransferase capping enzyme assay, biochemical; higher % means a stronger effect; one-dose inhibition, % at 25 µM; IC50 in µM for titrated hits; actives 0.3% (n = 340,000); in the data active = a potency from the dose series; inconclusive = inhibition above about 29% without an active follow-up result
RSV antiviral HEp-2 – inhibition of RSV-induced cytopathic effect – HEp-2 cells, primary 10 µM value included (AID 2391); CPE inhibition, % at 10 µM; hits with a dose series show IC50 in µM; actives 0.13% (n = 310,000); HEp-2 cells, RSV-induced CPE inhibition; higher % means a stronger effect; in the data active = a potency from the dose series; inconclusive = CPE inhibition mostly from about 23% at the one dose, without a potency; inactive = the rest, 99 in 100 with CPE inhibition below about 21%; also: strong numbers were not always called active
PhoP inhibition – inhibitors of PhoP regulon expression, primary screen, Salmonella Typhimurium, GFP reporter (AID 1863); S. Typhimurium PhoP-regulated promoter GFP reporter, 4 h; higher % means a stronger effect; inhibition, % at 50 µM, or IC50 in µM where a hit was titrated; actives 0.16% (n = 300,000);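 active = inhibition over 29.93%, a cutoff 3 SD above the screen mean, later confirmed by dose response; inconclusive = inhibition over 29.93% but no dose response follow-up; inactive = inhibition at most 29.93% or unconfirmed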;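 also: 0% = low Mg2+ inducing control and 100% = high Mg2+ repressing control; strong numbers were not always called active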
HIV peptide binding – inhibitors of HIV fusion peptide binding, primary screen, biochemical, uHTS, fluorescence dequenching (AID 1986) | cell-free peptide binding, fluorescence dequenching, 30 min; higher % means a stronger effect | one-dose inhibition, % at 20 µM; IC50 in µM for titrated hits | actives 0.3% (n = 290,000); in the data active = inhibition mostly above about 52%, no sharp cut-off; inactive = mostly below about 76%; also: some results filed as inactive read as strong as hits
Large T inhibition – TAg ATPase/helicase activity blockers – biochemical (AID 1903); SV40 large T antigen ATPase/helicase inhibition assay; higher % means a stronger effect; actives 0.39% (n = 310,000); inhibition, % at 20 µM, or IC50 in µM where a hit was titrated; in the data active = a potency from the dose series; inconclusive = inhibition mostly from about 32% at the one dose, without a potency; inactive = the rest, 99 in 100 with inhibition below about 32%; also: strong numbers were not always called active
Dengue-2 NS5 capping pilot replicate – second read-out of Dengue-2 NS5 capping, no call of its own (marks repeat the call); inhibition, %; measured here: pilot screen replicate inhibition
* hit, by the source's call; ? = inconclusive; nt = no result given; [ ] = remark or other dose.

SMILES	MgcRacGAP inhibition	GPR55 antagonists	GPR35 antagonists	K1F lysis inhibition	Dengue-2 NS5 capping	RSV antiviral HEp-2	PhoP inhibition	HIV peptide binding	Large T inhibition	others
COc1ccc(OC)c(C2=NOC(C(=O)NCc3ccccn3)C2)c1 (configuration not stated)	-2.5%	12.4%	-15.5%	5.3%	-0.8%	1.4%	-4.3%	-0.3%	10.1%
COc1cc(C(=O)COC(=O)Cc2cnc3sccn23)cc(OC)c1OC	6.3%	-0.5%	-15.4%	2.5%	-5.0%	1.8%	-3.5%	-0.3%	7.2%
COc1ccc(C(C(=O)NCc2ccccc2)N(C(=O)c2snc(C(N)=O)c2N)c2ccccc2OC)cc1OC (configuration not stated)	8.1%	1.8%	-8.9%	0.7%	-8.0%	?	-5.5%	0.4%	8.2%
CN1CCN(S(=O)(=O)c2ccc(N3CCN(C(=O)c4ccccc4)CC3)nc2)CC1	6.7%	-2.1%	3.0%	-2.7%	-4.3%	-2.0%	2.4%	-1.6%	7.7%
Nc1ccc2c(c1Cl)C(=O)c1ccc(N)c(Cl)c1C2=O	16.3%	2.9%	14.7%	0.1%	2.6%	nt	-10.8%	0.2%	nt
O=C1CCC(=O)N1c1ccc(S(=O)(=O)Nc2ccc(Br)cc2)cc1	5.7%	-2.0%	5.0%	-0.9%	-0.7%	0.1%	16.7%	-0.9%	5.4%
CCOC(=O)c1ccc(NC(=O)CCc2nc(-c3ccc(Cl)cc3)no2)cc1	5.2%	0.1%	-7.0%	0.0%	-8.2%	4.9%	2.9%	0.4%	6.0%
COc1ccccc1CN1C(=O)[C@H]2Cc3c([nH]c4ccccc34)C(C)(C)N2C1=O	5.7%	nt	nt	-0.6%	8.7%	1.9%	-11.2%	nt	9.1%
Cc1nnc(SCc2cc(=O)oc3cc(O)ccc23)n1Cc1ccccc1	12.7%	2.0%	-6.8%	2.8%	-5.0%	3.2%	-14.5%	1.1%	5.5%
O=C(CN1C(=O)c2ccccc2S1(=O)=O)NCCc1ccccc1	2.6%	-2.3%	-3.6%	0.3%	-0.8%	1.0%	-3.0%	-1.0%	24.8%
COc1ccc(CCNC(=O)c2coc(=O)c(Br)c2)cc1	nt	10.4%	13.0%	nt	nt	-1.6%	nt	-1.6%	-3.0%
O=c1cc(-c2ccccc2Cl)oc2c(NS(=O)(=O)c3ccccc3OC(F)(F)F)ccc(O)c12	7.2%	3.2%	-25.2%	0.4%	-8.8%	15.7%	1.7%	7.3%	11.9%
CCOC(=O)C1=C(C)N=c2s/c(=C\c3ccc(OC(C)=O)cc3)c(=O)n2C1/C=C/c1ccccc1 (configuration not stated)	15.3%	3.8%	-5.9%	1.1%	10.9%	5.2%	-11.0%	3.1%	10.7%
CCOC(=O)/C=C1\SCC(=O)N1Cc1ccc(Br)cc1	5.3%	-3.7%	-8.3%	0.5%	1.6%	1.7%	1.6%	0.0%	-3.3%
NC(=O)c1ccc(S(=O)(=O)N2CCSCC2)cc1	14.0%	9.3%	-0.2%	2.5%	nt	1.5%	-9.3%	2.5%	11.1%
Cc1cccc(NC(=O)CCc2c(C)nn(-c3ccc(N4CCOCC4)nn3)c2C)c1	5.2%	3.8%	-3.6%	-0.1%	-3.9%	1.1%	1.3%	-1.3%	-0.4%
CCOC(=O)C1=NN(C(=O)COc2ccccc2)C(O)(c2ccc(Cl)cc2)C1 (configuration not stated)	6.3%	-4.5%	2.9%	-0.6%	-2.4%	0.7%	nt	0.1%	nt
CCOC(=O)CSc1nc2c(c(=O)n(C)c(=O)n2C)n1CCCc1ccccc1	12.1%	5.4%	11.4%	-0.2%	1.6%	nt	8.0%	1.7%	4.2%
CC(NC(=O)c1ccc([N+](=O)[O-])cc1Cl)C1CC2CCC1C2 (configuration not stated)	5.2%	2.7%	-7.8%	-0.4%	7.4%	1.0%	5.1%	-0.2%	4.9%
Cc1cccc(C)c1N1CCN(S(=O)(=O)c2ccc(F)cc2)CC1	7.5%	-4.7%	-1.6%	2.4%	nt	1.6%	12.0%	-0.1%	6.4%
O=C(Nc1nccs1)C1CCN(S(=O)(=O)c2cccs2)CC1	-5.3%	5.0%	-4.1%	0.2%	-3.8%	0.3%	-1.6%	-1.3%	2.8%
OC1CCCN(CC(O)c2ccccc2)C1 (configuration not stated)	14.6%	-8.9%	13.6%	-0.8%	-4.7%	0.3%	0.9%	1.4%	6.8%
CCOC(=O)c1sc2nc(C)c([N+](=O)[O-])c(COC)c2c1N	-2.7%	5.9%	-10.2%	-0.1%	2.1%	1.5%	-7.9%	0.2%	5.0%
CCOC(=O)C1CCN(C(=O)COC(=O)c2ccccc2C(=O)c2ccc(Cl)cc2)CC1	6.6%	nt	nt	0.9%[50 µM]	-2.9%	-0.1%	0.1%	nt	8.1%
Cn1nc(C(=O)Nc2cccc(S(N)(=O)=O)c2)c2ccccc2c1=O	9.4%	8.5%	30.4%	0.3%	-6.4%	-0.3%	-6.6%	-1.8%	-3.1%

Overlap with the part before: five entries, then new ones.
SMILES	MgcRacGAP inhibition	GPR55 antagonists	GPR35 antagonists	K1F lysis inhibition	Dengue-2 NS5 capping	RSV antiviral HEp-2	PhoP inhibition	HIV peptide binding	Large T inhibition	others
O=C(Nc1nccs1)C1CCN(S(=O)(=O)c2cccs2)CC1	-5.3%	5.0%	-4.1%	0.2%	-3.8%	0.3%	-1.6%	-1.3%	2.8%
OC1CCCN(CC(O)c2ccccc2)C1 (configuration not stated)	14.6%	-8.9%	13.6%	-0.8%	-4.7%	0.3%	0.9%	1.4%	6.8%
CCOC(=O)c1sc2nc(C)c([N+](=O)[O-])c(COC)c2c1N	-2.7%	5.9%	-10.2%	-0.1%	2.1%	1.5%	-7.9%	0.2%	5.0%
CCOC(=O)C1CCN(C(=O)COC(=O)c2ccccc2C(=O)c2ccc(Cl)cc2)CC1	6.6%	nt	nt	0.9%[50 µM]	-2.9%	-0.1%	0.1%	nt	8.1%
Cn1nc(C(=O)Nc2cccc(S(N)(=O)=O)c2)c2ccccc2c1=O	9.4%	8.5%	30.4%	0.3%	-6.4%	-0.3%	-6.6%	-1.8%	-3.1%
CC(C)(C)c1cc(-c2csc(Nc3ccccc3)[n+]2Cc2ccc(C(=O)O)cc2)cc(C(C)(C)C)c1O	11.8%	14.7%	-8.0%	0.4%	19.8%	-1.8%	-2.5%	12.9µM*	31.7%
Oc1ccccc1CNc1nc2ccccc2n1CCN1CCCCC1	6.2%	0.7%	6.5%	2.8%	-5.1%	0.7%	6.0%	-4.2%	0.8%
COCCN1CCc2c(C)nc3c(-c4ccc(OC)c(OC)c4)cnn3c21	20.4%	11.8%	3.8%	-0.3%	-1.2%	1.4%	1.6%	1.8%	20.7%	Dengue-2 NS5 capping pilot replicate=1.5
O=C(NC1CCCCC1)N(CCN1CCCC1)Cc1cc2cc3c(cc2[nH]c1=O)OCCO3	15.3%	7.5%	-9.8%	0.0%	-8.9%	-1.0%	-1.4%	0.5%	18.3%
CCOc1ccccc1NC(=O)CN1CCN(Cc2ccccc2)CC1	11.4%	-0.6%	-1.7%	0.1%	6.6%	0.5%	-3.1%	0.7%	8.9%
O=c1c2sccc2n(Cc2cc(=O)n3ccccc3n2)c(=O)n1-c1ccccc1	-1.5%	7.7%	10.3%	0.5%[50 µM]	-0.6%	14µM*	-4.6%	1.5%	8.7%
Cc1cc(=O)oc2cc(OC(C)C(=O)NCCc3ccc(S(N)(=O)=O)cc3)ccc12 (configuration not stated)	9.6%	0.1%	-4.9%	0.0%	-1.7%	-1.4%	0.6%	1.7%	14.3%
O=C(NCc1ccccc1)C(=O)NCC1OCCN1C(=O)c1cccs1 (configuration not stated)	10.1%	-8.6%	-12.4%	1.8%[50 µM]	-1.3%	0.2%	-4.6%	-0.4%	6.2%
COc1ccc2nc(N=Nc3ccc(N(C)C)cc3)sc2c1	8.6%	-10.6%	11.8%	0.3%	0.0%	nt	-5.7%	-2.9%	12.6%
CSc1ccccc1NC(=O)c1ccco1	6.7%	-9.2%	0.0%	-0.2%	-2.0%	1.3%	-10.1%	0.5%	2.9%	Dengue-2 NS5 capping pilot replicate=-1.5
CC1(C)CC(=O)C2=C(C1)OC(N)=C(C#N)C2C1CC=CCC1 (configuration not stated)	3.0%	11.0%	-8.3%	-1.1%	-0.7%	0.2%	6.3%	1.7%	1.0%
OCC1CCCN(Cc2ccc(-c3ccccc3)cc2)C1 (configuration not stated)	12.6%	-12.3%	10.3%	0.3%	2.4%	-2.9%	6.3%	1.5%	4.4%
Cc1ccc2c(CSc3nnnn3C)cc(=O)oc2c1	2.9%	-15.6%	-0.4%	-0.1%	-1.6%	1.1%	5.4%	1.0%	6.1%
[O-]/C(=C(\C(=S)Nc1ccc(SC(F)F)cc1)[n+]1cccc(CO)c1)c1ccc(Cl)s1	1.0%	15.9%	-6.1%	0.2%	-8.1%	?	-0.3%	4.5%	0.1%
COc1ccccc1Oc1ccccc1[N+](=O)[O-]	12.2%	0.2%	-4.3%	-0.9%	7.7%	1.1%	-10.2%	-0.4%	1.9%
Cc1nc(Sc2ccc(Cl)cc2)c(C#N)c(C)c1[N+](=O)[O-]	11.7%	-0.3%	8.9%	0.1%	1.5%	52.8%	-2.6%	-1.0%	4.0%
CCN(CC(=O)Nc1c(F)cccc1F)C(=O)c1ccccc1F	10.6%	13.0%	14.6%	0.2%	2.7%	0.0%	-6.0%	0.4%	4.3%
COc1ccc(CC(=O)NCC2CCCN(Cc3cccc(SC)c3)C2)cc1 (configuration not stated)	2.2%	-6.5%	-4.1%	-0.3%	-6.4%	0.2%	-4.0%	-0.6%	0.5%

Source: PubChem BioAssay (several laboratories)
